# Screens (PubChem BioAssay)
# MCF10A rereplic = induces DNA re-replication in MCF 10a normal breast cells; 350,000 tested, 2.9% active; Potency, µM (top dose mostly 46.1 µM), for the others: at the highest dose activity, positive = re-replication, hits mostly activators; MCF 10A DNA re-replication, Hoechst nuclear intensity, 48 h; also: % of control where 0% means no effect; nearly all actives have a fitted effect of over 50% in size
# HepG2 tox = HepG2 cytotoxicity, counter-screen for TGF-b inhibitors; HepG2 CAGA-GFP viability, ATP luminescence, 18 h; Potency, µM (top dose mostly 46.1 µM), for inactives: at the highest dose activity change, negative = cytotoxicity, most hits filed as cytotoxic; 410,000 tested, 0.76% active; AID 588856; also: some results filed as inactive show a strong effect at the top dose
#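 HepG2 CAGA-GFP cells (1000/well, DMEM with 1% FBS) received compound, then TGF-beta at 500 pg/mL final, and were incubated 18 hours at 37 degrees C. Viability was read by CellTiter-Glo luminescence. Media-only wells were set as complete cell-killing and DMSO as no toxicity.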
# EPAC2 antagonist = blocks human EPAC2 exchange factor; Q8WZA2; EPAC2 GEF exchange of Rap1B-BODIPY-GDP, fluorescence; Potency, µM (doses to about 114 µM), for inactives: top-dose activity, negative = inhibition, most hits filed as inhibitors; 360,000 tested, 0.18% active; AID 720708; also: % is scaled to controls: 0 for no effect and ±100 for the full control effect; nearly all actives have a fitted effect of over 45% in size; many of its hits are not listed in these tables
# Target sequence (Q8WZA2 whole entry, looked up): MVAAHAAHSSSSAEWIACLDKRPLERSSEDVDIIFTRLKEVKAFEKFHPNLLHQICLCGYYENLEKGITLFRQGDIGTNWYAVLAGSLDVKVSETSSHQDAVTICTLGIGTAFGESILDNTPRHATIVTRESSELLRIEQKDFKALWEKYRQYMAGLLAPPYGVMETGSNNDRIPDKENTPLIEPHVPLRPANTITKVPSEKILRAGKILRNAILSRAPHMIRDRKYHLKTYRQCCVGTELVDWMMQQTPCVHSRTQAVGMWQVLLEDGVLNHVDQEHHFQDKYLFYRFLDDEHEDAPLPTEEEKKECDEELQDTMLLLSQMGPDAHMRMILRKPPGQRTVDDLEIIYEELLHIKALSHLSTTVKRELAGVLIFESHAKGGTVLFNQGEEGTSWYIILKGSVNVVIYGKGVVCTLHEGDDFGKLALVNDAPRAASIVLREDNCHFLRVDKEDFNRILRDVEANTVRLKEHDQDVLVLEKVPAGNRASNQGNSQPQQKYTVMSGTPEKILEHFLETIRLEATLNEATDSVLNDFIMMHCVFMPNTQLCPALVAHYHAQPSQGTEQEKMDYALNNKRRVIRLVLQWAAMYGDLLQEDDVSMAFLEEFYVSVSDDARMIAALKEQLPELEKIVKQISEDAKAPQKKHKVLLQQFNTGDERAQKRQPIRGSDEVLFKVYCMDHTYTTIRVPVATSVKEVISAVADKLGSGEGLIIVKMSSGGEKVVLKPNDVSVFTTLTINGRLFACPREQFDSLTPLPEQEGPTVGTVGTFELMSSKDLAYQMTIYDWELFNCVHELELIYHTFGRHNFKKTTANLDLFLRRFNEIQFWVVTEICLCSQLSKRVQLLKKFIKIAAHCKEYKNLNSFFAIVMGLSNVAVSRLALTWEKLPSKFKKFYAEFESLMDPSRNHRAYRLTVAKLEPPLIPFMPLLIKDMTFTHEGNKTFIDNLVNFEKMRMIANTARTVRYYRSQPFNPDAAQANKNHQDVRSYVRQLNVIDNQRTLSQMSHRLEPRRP
# TGFb SMAD3 inh = inhibitors of TGF-b signaling; HepG2 CAGA-GFP TGF-b/SMAD3 reporter, GFP fluorescence, 18 h; TGF-beta stimulated, 500 pg/mL final; Potency, µM (doses to about 46.1 µM), without a hit: at the top dose activity, negative = inhibition, hits mostly inhibitors; 410,000 tested, 1.2% active; also: % is scaled to controls: 0 for no effect and ±100 for the full control effect; nearly all actives have a fitted effect of over 65% in size
#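 HEPG2 CAGA-GFP cells (1000/well, DMEM with 1% FBS) were pre-incubated 2 h at 37 degrees C, given compound by pin tool, then stimulated with TGF-beta at 500 pg/mL final for 18 h before per-cell GFP fluorescence imaging.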
# ATXN2 expr inh = ATXN2 expression inhibition; 360,000 tested, 0.72% active; Potency, µM (highest dose often 57 µM), for the others: at the top dose activity change, negative = inhibition, usual class: inhibitors; HEK-293 ATXN2-luciferase reporter, luminescence, 24 h; also: % is scaled to controls: 0 for no effect and ±100 for the full control effect; nearly all actives have a fitted effect of over 55% in size
#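 ATXN2-luciferase reporter cells (luciferase flanked by upstream and downstream ATXN2 gene portions) were treated 24 h at 37 °C with compounds at up to 57 uM. SteadyGlo luminescence gave expression; GF-AFC fluorescence gave viability.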
# Nrf2 inh = Nrf2 pathway inhibition; A549 ARE-Fluc reporter, luciferase luminescence, 18-24 h; Potency, µM (highest dose often 46 µM), for inactives: at the top dose activity change, negative = inhibition, usual class: inhibitors; 360,000 tested, 2.1% active; also: % is scaled to controls: 0 for no effect and ±100 for the full control effect; nearly all actives have a fitted effect of over 60% in size
#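 In this cell-based qHTS, ARE-driven firefly luciferase in A549 cells reports Nrf2 activity; the luminescent signal after BugLite lysis is the measured value, with a prior CellTiter-Fluor read for cell health.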
# A549 tox = kills or reduces viability of A549 cells in Nrf2 counter-screen | 390,000 tested, 0.16% active | Potency, µM (highest dose often 46 µM), without a hit: at the highest dose activity change, negative = cytotoxicity, actives largely listed as inhibitors | A549 ARE-Fluc cells, CellTiter-Fluor viability, 18-24 h; also: % is scaled to controls: 0 for no effect and ±100 for the full control effect
#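 A549 ARE_Fluc cells in 5% FBS OPTI-MEM were exposed to compounds in concentration-response for 18-24 h at 37 deg C. Viability was read by CellTiter-Fluor fluorescence (Ex 405/Em 525) after 30 min, before the luciferase read.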
# Nrf2 activator = activators of Nrf2 (ARE) signaling; AID 624171; Potency, µM (titrated, usually from 46.1 µM), for the others: at the highest dose activation, actives largely listed as activators; AREc32 ARE-luciferase reporter (MCF7-derived line), luminescence, 24 h; 410,000 tested, 0.31% active; also: % of control where 0% means no effect; nearly all actives have a fitted effect of over 65% in size
#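 AREc32 cells carrying an ARE-driven firefly luciferase, 1000 cells/well in OPTI-MEM with 5% FBS, dosed after overnight attachment and incubated 24 hr at 37 deg C. Steady-Glo luminescence read after 30 min at RT.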
# ATXN viability = viability counter-screen for ATXN expression inhibitors; Potency, µM (top dose mostly 56.7 µM), hits mostly cytotoxic; 400,000 tested, 0.49% active; S2 cells (HEK-293 line with an ATXN2-luciferase reporter) viability, CellTiter-Fluor protease fluorescence, 24 h; also: nearly all actives have a fitted effect of over 40% in size
# The depositor's hits bear a star; i = inactive; ? = inconclusive; nt = no result given; [ ] = another dose, or the depositor's remark. Calls follow the shape of the dose curve; as a rule, active = well fitted curve in the direction sought with a large enough effect; inconclusive = small, poorly fitted or top-dose-only effect, or another doubt; inactive = no such curve, though single readings can be large; an effect the other way counts as inactive or inconclusive. Potency is read from the fitted curve at half-maximal effect.
molecule | MCF10A rereplic | Nrf2 activator | ATXN2 expr inh | A549 tox | Nrf2 inh | TGFb SMAD3 inh | HepG2 tox | ATXN viability | EPAC2 antagonist
CCc1ccc(NS(=O)(=O)c2c(-c3ccccc3)csc2C(=O)OC)cc1 | nt | 9.9% | -29% | -10% | -19% | ? | -42% | ? | nt
CC(C)NC(=O)C1CCC(Cn2c(=O)c3sccc3n(CC(=O)NCc3ccccc3)c2=O)CC1 (configuration not stated) | nt | -0.6% | 15% | 13% | -6% | -6% | 3% | i | nt
CCC1=CC(c2ccccc2)n2ncnc2N1 (configuration not stated) | -13% | 0.1% | -6% | 6% | 1% | -5% | -11% | i | 0%
CCOCCn1c(CN2CCN(C)CC2)nc2c1c(=O)n(C)c(=O)n2C | 1% | -0.3% | -5% | -3% | -21% | -2% | -4% | i | 1%
COc1ccc(C(CNC(=O)COc2ccccc2C)N2CCOCC2)cc1 (configuration not stated) | 0% | -0.4% | -2% | -3% | 1% | 4% | 11% | i | 1%
CCCCCN=CC1=C(O)CC(c2ccccc2)CC1=O (configuration not stated) | -3% | 2.6% | 1% | -4% | ? | -3% | 3% | i | 0%
CCCCCCSc1nsc(NC(C)=O)n1 | 12% | 0.6% | 62%[activator] | -15% | 0% | -24% | -7% | i | 0%
CCn1c(=O)cc(OCC(=O)Nc2ccc(OC)c(OC)c2)c2ccccc21 | 0% | 3.4% | -2% | 20% | -4% | 16% | -10% | i | 4%
O=C(CSc1nccn(-c2ccc(F)c(F)c2)c1=O)NC1CCCC1 | 11% | 0.3% | 4% | -8% | -2% | -5% | 0% | i | -3%
COc1ccc(C(=O)Nc2ccc(-c3cn4ccsc4n3)cc2)cc1S(=O)(=O)N1CCOCC1 | ? | -0.5% | 1% | -5% | ? | -6% | -1% | i | 5%
COC(=O)C1=C(C)N(C)C(=O)NC1c1c(O)ccc2ccccc12 (configuration not stated) | 1% | -0.2% | -33% | 1% | -4% | 2% | 1% | i | 1%
Cc1ccc(CNC(=O)CSc2ncc(S(=O)(=O)c3ccc(Br)cc3)c(=O)[nH]2)cc1 | nt | 0.6% | nt | 4% | 1% | 0% | -8% | nt | nt
Clc1cccc(Cl)c1CN1CCN(c2ncccn2)CC1 | 2% | -1.3% | -6% | -4% | 4% | -19% | -29% | i | -2%
CC1CCCCN1C(=S)NC(=O)c1ccccc1 (configuration not stated) | 14% | 1.3% | 7% | 2% | 2% | -4% | -2% | i | -4%
COCC(=O)Nc1ccc(F)cc1 | -5% | 0.0% | 6% | 2% | 16% | 9% | 9% | i | 5%

# Taken from the listing (two entries):
molecule | MCF10A rereplic | Nrf2 activator | ATXN2 expr inh | A549 tox | Nrf2 inh | TGFb SMAD3 inh | HepG2 tox | ATXN viability | EPAC2 antagonist
CCc1ccc(NS(=O)(=O)c2c(-c3ccccc3)csc2C(=O)OC)cc1 | nt | 9.9% | -29% | -10% | -19% | ? | -42% | ? | nt
CC(C)NC(=O)C1CCC(Cn2c(=O)c3sccc3n(CC(=O)NCc3ccccc3)c2=O)CC1 (configuration not stated) | nt | -0.6% | 15% | 13% | -6% | -6% | 3% | i | nt

# (listing goes on)
molecule | MCF10A rereplic | Nrf2 activator | ATXN2 expr inh | A549 tox | Nrf2 inh | TGFb SMAD3 inh | HepG2 tox | ATXN viability | EPAC2 antagonist
COc1cc(NC(=O)c2ccccc2[N+](=O)[O-])ccc1NC(=O)c1cc2ccccc2o1 | 2% | 4.2% | nt | 18% | ? | ? | -40% | i | -9%
CSc1nc2ccc(Nc3nc(N4CCOCC4)nc(N4CCOCC4)n3)cc2s1 | ? | 2.6% | ? | -5% | -22% | 24% | -25% | i | -7%
CC1=CC(c2ccc(Cl)cc2)n2ncnc2N1 (configuration not stated) | 7% | 3.9% | 6% | 6% | 10% | 1% | -4% | i | -5%
CN1CCN(C(=O)c2cc([N+](=O)[O-])cc([N+](=O)[O-])c2)CC1 | 1% | 0.2% | 0% | 12% | -3% | -18% | -16% | i | -17%
O=C(CC(=O)c1ccccc1)Nc1cccnc1Cl | -1% | 3.9% | 35%[activator] | 1% | -9% | 3% | -2% | i | 6%
COc1ccc(Cl)cc1NS(=O)(=O)c1c(C)nc2scc(C)n2c1=O | nt | -1.1% | -10% | 4% | 1% | -7% | -20% | i | nt
CCS(=O)(=O)N1CCN(c2ccc([N+](=O)[O-])c(NC(C)c3ccccc3)c2)CC1 (configuration not stated) | -4% | 2.9% | -18% | -16% | nt | -4% | 5% | ? | 13%
COC(=O)c1c(NC(=O)COc2ncnc3ccccc23)sc(C)c1C | -3% | 2.0% | 2% | -2% | -10% | 2% | -5% | i | -1%
CCCc1ccc(OCc2ccc(C(=O)O)o2)c(OC)c1 | 9% | -1.8% | -22% | 0% | ? | 11% | 6% | i | 7%
CCCCN(CC)CCNC(=O)c1cc2c(=O)[nH]c3ccc(C)cc3c2s1 | -15% | 7.2% | -14% | ? | -6% | ? | -71% | i | 1%
O=C(Cn1c(=O)c2cccn2c2ccc(F)cc21)Nc1cccc(F)c1 | nt | 0.7% | nt | 3% | -18% | 0% | -18% | nt | nt
O=C1OCCC1Sc1nnc(-c2ccc(F)cc2)n1Cc1ccccc1 (configuration not stated) | ? | -1.0% | -1% | -4% | 7% | -26% | -22% | i | 1%
Cc1nc2sccn2c(=O)c1S(=O)(=O)NCCc1ccccc1 | 3% | -0.3% | -31% | 1% | 9% | 30% | 4% | i | 13%
O=C(NCC1CCCO1)/C(=C/c1ccccc1F)NC(=O)c1ccccc1 (configuration not stated) | -2% | 0.2% | -13% | -9% | 2% | 13% | -1% | i | -7%
Cc1ccc(OCC(=O)NCCCNC(=O)c2ccco2)cc1 | 4% | 0.3% | -4% | -1% | ? | 26% | -38% | i | 1%
CCOc1ccc(-n2ccnc2SCC(=O)Nc2nnc(CC)s2)cc1 | 4% | 3.6% | 16% | -7% | nt | 12% | -1% | i | -1%
COc1ccc(C(=O)CSc2nccn2C)c(OC)c1 | -34%[inhibitor] | -0.2% | 1% | -11% | 4% | -12% | -11% | i | 2%
N=c1c(C(=O)NC2CCCCC2)cc2c(=O)n3ccccc3nc2n1Cc1ccc(F)cc1 | ? | 0.4% | nt | 0% | 10% | 20% | 7% | i | -3%
O=C(c1cccc2c1-c1ccccc1C2)N1CCCCC1 | ? | -0.3% | -15% | 0% | 0% | 3% | 16% | i | -11%
Cc1ccccc1CC(=O)Nc1sc(C(C)C)cc1C(=O)N1CCOCC1 | -7% | 4.3% | -22% | 4% | 2% | 15% | 4% | ? | 1%
O=C(NCCc1c[nH]c2ccccc12)c1ccc(Br)o1 | 15% | 3.2% | 30% | -2% | 8% | -7% | 5% | ? | 0%
CCOC(=O)CNC(=O)CSc1nnc(-c2ccncc2)n1-c1ccc(Cl)cc1 | -4% | 0.1% | nt | -11% | -2% | -12% | 2% | nt | 2%
CCOc1ccc(OCCC(=O)N(CCCOC)c2c(N)n(Cc3ccccc3)c(=O)[nH]c2=O)cc1 | -18% | -0.1% | -3% | 1% | 4% | -6% | 10% | i | -1%
CCN(CC)S(=O)(=O)c1ccc(Oc2ccccc2)c(N)c1 | 6% | -0.4% | -9% | 14% | ? | -13% | -9% | i | -13%
COC(=O)c1cc(Oc2ccc(S(=O)(=O)N3CCOCC3)cc2[N+](=O)[O-])cc(C(=O)OC)c1 | 2% | -0.3% | 4% | 11% | -17% | -15% | -6% | i | 2%
COCCn1c(CNC(=O)c2cccc(C)c2)nc2cccnc21 | nt | -0.2% | nt | 1% | nt | -18% | -13% | nt | nt
O=C(NCC1CCCO1)c1ccc(C(=O)NCC2CCCO2)cc1 (configuration not stated) | -3% | -0.6% | 6% | -8% | 3% | 7% | -1% | i | ?
O=C1C2C(C(=O)N1/N=C/c1ccco1)C1C=CC2C12CC2 (configuration not stated) | -10% | -0.1% | 2% | -10%[1.84 µM] | 5% | 0% | -21% | i | -3%
CCOC(=O)CC(NC(=O)Cn1nnc(-c2ccc(Cl)cc2)n1)c1ccc(OC)cc1 (configuration not stated) | nt | 0.4% | -9% | 1% | -26% | -17% | -44% | i | nt
Cc1cccc(-c2nnc(SCC(=O)N3CCCc4ccccc43)o2)c1 | nt | 4.6% | 2% | 1% | ? | -16% | -13% | i | nt
Cn1ccc2c(-c3cccc(C=O)c3)cc3c(c21)C1CCC3C1 (configuration not stated) | nt | 11% | 36% | nt | nt | -27% | -11% | i | -2%
O=C(COc1ccc(Br)cc1)N1CCOCC1 | -2% | -0.2% | 6% | 1% | 16% | -3% | -24% | i | -5%
O=C(NCCc1ccc(Cl)cc1)C1CCN(S(=O)(=O)N2CCCCC2)CC1 | -1% | 0.0% | 3% | 2% | nt | -8% | -2% | i | -2%
C/C(=N/NC(=O)C(C)n1nc(C)c([N+](=O)[O-])c1C)c1ccc(OCC(N)=O)cc1 (configuration not stated) | -1% | 2.5% | -3% | 1% | -18% | -2% | -16% | i | 8%
O=C(N/C(=C/c1ccccc1Cl)C(=O)N1CCOCC1)c1ccccc1 | 15% | 0.3% | -11% | -6% | 5% | -8% | 0% | ? | 1%
C=CCn1c(SCC(=O)N(C)C2CCCCC2)nnc1C1CC1 | 8% | -0.1% | 5% | -3% | 5% | 0% | 12% | i | 13%
C=C(C1=CCN(S(=O)C(C)(C)C)[C@@H]1CCO)c1ccccc1 (some centres not stated) | 12% | 2.9% | -3% | 6% | -14% | -6% | -20% | i | 2%
O=C(Nc1cc(-c2ccccc2F)nn1-c1ccccc1)c1ccccc1Br | nt | 4.7% | 13% | -20% | nt | -10% | -21% | i | nt
Cn1c(=N)n(CC(=O)c2ccc(Br)s2)c2ccccc21 | 29% | 11% | 23% | -3% | ? | 1% | -52% | ? | -4%
Cc1ccc(S(=O)(=O)N2CCOCC2)cc1NC(=O)CN1C(=O)NC2(CCCC2)C1=O | 2% | -0.3% | -3% | -10% | 4% | -24% | -11% | i | -3%
COc1ccc(NC2=C(C(C)=O)C(c3ccccc3)C(C(C)=O)C(C)(O)C2)cc1 (configuration not stated) | 9% | 0.0% | -1% | -10% | -26% | -3% | 3% | i | 2%
COc1cc2c(cc1OC)C1=CC(=O)C(=O)N1C(C)(C)C2 | 4% | 5.4% | -7% | -13% | -4% | ? | 37% | i | 0%

# Not all compounds are listed; the hit share may differ from the screen's.
